# 12-LOX inh: ALOX12 (human) lipoxygenase inhibition | P18054 | purified 12hLO, xylenol orange hydroperoxide absorbance | Potency, µM (top dose mostly 108 µM), without a hit: top-dose activity change, negative = inhibition, actives largely listed as inhibitors | actives 1.1% (n = 580,000) | AID 1671190; note: % is set by controls: 0 for no effect and ±100 for the full control effect
#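 Hydroperoxide product was detected by ferrous iron/xylenol orange as the 573 to 405 nm absorbance ratio. Arachidonic acid at 40 uM (final) was turned over for 30 min at room temperature by 150 nM human 12hLO, pH 7.0 Hepes buffer, after 15 min compound preincubation.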
# rTrxR1 inhibitor: blocks rat thioredoxin reductase 1; O89049; recombinant rTrxR1, NADPH fluorescence consumption, selenite substrate; Potency, µM (titrated, usually from 114 µM), for inactives: at the top dose activity change, negative = inhibition, most hits filed as inhibitors; actives 1% (n = 390,000); AID 588453; note: % is set by controls: 0 for no effect and ±100 for the full control effect; nearly all actives have a fitted effect of over 65% in size
#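 Rat TrxR1 (90 nM in the dispensed reagent) was pre-reduced with 400 uM NADPH for 5 min at room temperature, then incubated with compound for 15 min. After 400 uM selenite was added, NADPH fluorescence (Ex 340/Em 450 nm) was followed for 8 min.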
# PGK inhibitor: inhibitors of T. brucei phosphoglycerate kinase. Potency, µM (series often up to 57.5 µM), inactives show at the top dose activity change, negative = inhibition, usual class: inhibitors. PGK/GAPDH coupled, Kinase-Glo luminescence, 60 min. actives 0.043% (n = 380,000). P07378; note: % is set by controls: 0 for no effect and ±100 for the full control effect; nearly all actives have a fitted effect of over 60% in size
#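 Luminescent ATP detection (Kinase-Glo Plus) follows a 60-minute room-temperature incubation, with wells lacking PGK as controls. Buffer: 100 mM TEA (pH 7.6), 5 mM MgCl2, 0.01% Tween-20. Coupling enzyme GAPDH (100 nM final) supplies unstable 1,3-BPG in-well.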
# HP1b binding inh: blocks HP1-beta chromodomain binding to methylated histone tails | P83916 | AlphaScreen HP1-beta / biotin-H3K9me3 peptide binding | Potency, µM (doses to about 114 µM), for inactives: at the highest dose activity change, negative = inhibition, usual class: inhibitors | actives 0.56% (n = 390,000); note: nearly all actives have a fitted effect of over 70% in size; inactives centre near 23
# Target sequence (P83916 whole entry, looked up): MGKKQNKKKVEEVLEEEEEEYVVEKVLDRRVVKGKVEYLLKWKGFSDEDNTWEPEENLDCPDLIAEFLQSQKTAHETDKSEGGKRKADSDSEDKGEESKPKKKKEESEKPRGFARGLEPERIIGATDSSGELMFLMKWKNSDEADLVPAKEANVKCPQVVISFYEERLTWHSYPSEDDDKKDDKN
#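 Compound inhibition of the preformed complex between 50 nM HP1-beta and 50 nM biotinylated H3K9me3 peptide was read by AlphaScreen. Buffer was PBS pH 7.4 with 0.01% Tween-20. Incubations ran 30 min at room temperature, with 10 ug/mL donor/acceptor beads.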
# GLS inhibitor: inhibitors of human glutaminase (GLS). O94925. GLS enzymatic activity, qHTS titration. Potency, µM (highest dose often 45.5 µM), without a hit: top-dose activity change, negative = inhibition, usual class: inhibitors. actives 0.21% (n = 410,000). AID 624170; note: % is set by controls: 0 for no effect and ±100 for the full control effect
#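 Coupled fluorescence readout: glutamate oxidase/HRP/Amplex Red detect glutamate formed by hKGA from L-glutamine (1 mM solution added). Buffer 45 mM KH2PO4 pH 8.2, 0.02% Tween-20; reads at t0 and 30 min RT.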
# ERG-DNA inh: blocks human ERG Ets domain binding to DNA; fluorescence polarization, His-ERG Ets domain / labelled DNA; Potency, µM (highest dose often 76.9 µM), inactives show top-dose FP activity, negative = inhibition, most hits filed as inhibitors; actives 0.028% (n = 370,000); active = well fitted inhibition curve with a large enough effect in the polarisation, with a control signal flat; inconclusive = small, poorly fitted or top-dose-only effect, or effect the other way, or a change in a side signal; inactive = no such curve, though single readings can be large or run the other way; the % refers to the polarisation;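 note: polarization taken with two DNA probes labelled with fluorescein and Texas red; % of control where 0% means no effect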
# Target sequence (P11308 whole entry, looked up, the tested form may be a part): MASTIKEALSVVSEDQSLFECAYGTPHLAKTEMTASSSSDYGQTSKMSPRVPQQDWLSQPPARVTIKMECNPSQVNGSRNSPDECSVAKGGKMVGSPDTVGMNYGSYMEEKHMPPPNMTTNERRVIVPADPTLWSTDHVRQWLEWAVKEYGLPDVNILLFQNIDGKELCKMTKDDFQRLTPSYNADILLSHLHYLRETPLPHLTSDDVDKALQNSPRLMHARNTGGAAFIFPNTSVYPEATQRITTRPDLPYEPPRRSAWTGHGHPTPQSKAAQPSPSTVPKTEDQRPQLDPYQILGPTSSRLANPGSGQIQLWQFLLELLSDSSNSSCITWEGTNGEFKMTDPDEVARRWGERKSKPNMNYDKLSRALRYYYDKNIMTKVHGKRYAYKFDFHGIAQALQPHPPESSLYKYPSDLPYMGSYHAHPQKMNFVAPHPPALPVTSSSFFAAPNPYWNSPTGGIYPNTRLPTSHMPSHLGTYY
#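 His-tagged ERG Ets domain (1 uM in the protein solution; 300mM KCl, 50mM Tris-HCl, 1mM EDTA, 1mM DTT, pH 7.5) received compound, then a probe mix of 5 nM fluorescein-DNA and 100nM Texas-615-DNA. Fluorescence polarization was read for both dyes.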
# RGS4 inhibitor: human RGS4 inhibition; Transcreener GDP fluorescence polarization, RGS4-accelerated GTP hydrolysis; Potency, µM (titrated, usually from 114 µM), without a hit: top-dose activity change, negative = inhibition, most hits filed as inhibitors; actives 0.039% (n = 390,000); AID 504845; note: % is set by controls: 0 for no effect and ±100 for the full control effect; nearly all actives have a fitted effect of over 75% in size; some results filed as inactive show a strong effect at the top dose
#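 MLSMR compounds (23 nl, pin-transferred) preincubated 10 min at room temperature with a 500nM (2x) first reagent, then RGS4 at 900nM (2x) plus Transcreener GDP mix added; fluorescence polarization (620/688 nm) read before and after 90 min at 30 °C.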
# Pin1 inhibitor: blocks the human prolyl isomerase Pin1. Q13526. Pin1 FP peptide displacement, HiFluor488, 10 min. Potency, µM (doses to about 115 µM), inactives show top-dose activity, negative = inhibition, most hits filed as inhibitors. actives 0.009% (n = 390,000); active = well fitted inhibition curve with a large enough effect in the polarisation, with a control signal flat, not every such curve was filed as active; inconclusive = small, poorly fitted or top-dose-only effect, or effect the other way, or a change in a side signal; inactive = no such curve, though single readings can be large or run the other way; the % refers to the polarisation; note: % is set by controls: 0 for no effect and ±100 for the full control effect
# Target sequence (Q13526 whole entry, looked up): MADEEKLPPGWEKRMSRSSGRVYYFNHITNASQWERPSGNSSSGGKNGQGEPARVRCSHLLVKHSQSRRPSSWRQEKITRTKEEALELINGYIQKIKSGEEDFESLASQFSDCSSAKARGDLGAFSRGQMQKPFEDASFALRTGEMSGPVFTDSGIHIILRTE
# JMJD2A Tudor: JMJD2A Tudor domain (human) inhibition; O75164; AlphaScreen JMJD2A-Tudor / H3K4me3 peptide binding; Potency, µM (highest dose often 114 µM), inactives show at the top dose activity change, negative = inhibition, most hits filed as inhibitors; actives 4.4% (n = 390,000); AID 504339; note: % is set by controls: 0 for no effect and ±100 for the full control effect; nearly all actives have a fitted effect of over 50% in size
# * hit, by the source's call; i = inactive; ? = inconclusive; / = no result given; & = joins results of further samples; [ ] = dose if it differs, or a comment. Unless noted, calls come from the whole dose curve; as a rule, active = well fitted curve in the direction sought with a large enough effect; inconclusive = small, poorly fitted or top-dose-only effect, or another doubt; inactive = no such curve, though single readings can be large; an effect the other way counts as inactive or inconclusive. Potency is the fitted concentration of half-maximal effect. Not all compounds are listed; rates above refer to the full screens.
SMILES,12-LOX inh,rTrxR1 inhibitor,PGK inhibitor,HP1b binding inh,GLS inhibitor,ERG-DNA inh,RGS4 inhibitor,Pin1 inhibitor,JMJD2A Tudor
C[C@@H]1O[C@@H](OC[C@H]2O[C@@H](Oc3c(-c4ccc(O)c(O)c4)oc4cc(O)cc(O)c4c3=O)[C@H](O)[C@@H](O)[C@@H]2O)[C@H](O)[C@H](O)[C@H]1O,-18%,-8%,i,101%[activator],72%&44%[activator],-4%,3%,6%,-14%
Cc1cc(C)n(C(C)CC(=O)Nc2ccc(C)c(F)c2)n1 (stereo not given),-26%,8%[57.1 µM],-2%,-14%,3%,0%,1%,0%,-27%
C/C(=N\NC(=O)COc1ccc2ccccc2c1)c1cccs1,2%,13%,i,40%[activator],-4%,7%,-1%,-4%,-2%
COc1ccc2c(c1)CCc1c(C(=O)NCC(C)C)noc1-2,1%,?,-3%,68%[activator],5%,7%,36%[11.4 µM],?,-8%[11.4 µM]
Cc1ccc(NS(=O)(=O)c2cc(Br)cnc2N)cc1C,?,0%,-6%,32%,-1%,5%,-12%,1%,-12%
COc1ccccc1CCNC(=O)Cc1c(C)c2c(cc(C)c3c(C)c(C)oc32)oc1=O,-22%,20%,-1%,28%,-3%,1%,-1%,-6%,-8%
Cc1cc(C)c2c(n1)sc1c(N3CCN(CCO)CC3)ncnc12,10%,13%,6%,-1%,2%,-6%,14%,5%,-30%
Cc1ccc(C)c(NC(=O)Cn2cc(C(=O)C3CC3)c3ccccc32)c1,?,3%,-2%,13%,-9%,26%,-43%,25%,-11%
Nc1nc(-c2ccc([N+](=O)[O-])cc2)cs1,?,-2%,i,16%,-1%,-5%,-28%,-1%,-14%
CN(C)c1ccc(N2CN=C3SCC(=O)N3C2)cc1,8%,?,-3%,56µM*,75%[activator],6%,-96%,2%,50µM*
C/C(=N\Nc1nccnc1Cl)c1ccc(O)cc1,0%,3%,-3%,15%,12%,-13%,22%,-2%,-14%
Cc1cc(-c2nc3ncccc3o2)ccc1NC(=S)NC(=O)C(C)C,-2%,16%[57.1 µM],-4%,41%[activator],0%,0%,-11%,3%,-14%
Cc1ccc(-n2c3nc(=O)n(C)c(=O)c-3cc3ccccc32)c(C)c1,?,?,5%,25%,1%,9%,1%,0%,-21%
Cc1cc([N+](=O)[O-])nn1CCCC(=O)Nc1sc2c(c1C(N)=O)CCC(C)C2 (stereo not given),-5%,-11%,-7%,33%,-11%,/,?,-4%,-4%
CCOC(=O)C(Sc1ncc(C#N)c(N)n1)C(C)C (stereo not given),?,?,i,-36%,3%,-2%,?,12%,45µM*
Cc1ccccc1NC(=O)c1ccccc1NC(=O)c1ccccc1Cl,-5%,13%,-6%,43%,-5%,-1%,8%,2%,1%
COC(=O)C(NS(N)(=O)=O)C(C)C (stereo not given),/,-10%,/,35%,/,/,-4%,-3%,-12%
FC(F)(F)c1ccccc1/C=N/N1CCN(Cc2ccccc2)CC1,-20%,13%,0%,-23%,5%,7%,4%,-7%,45µM*
COC(=O)Nc1nc(-c2cc(Cl)ccc2Cl)cs1,0%,-2%[57.1 µM],5%,20%,0%,5%,7%,-5%,-21%
CCOc1ccc(NC(=O)C2CC(=O)NC(N3CCc4ccccc43)=N2)cc1 (stereo not given),0%,11%,-4%,22%,-1%,-7%,-38%,23%,-15%
NC(=O)C1(N2CCCCC2)CCN(C(=S)Nc2ccc(Cl)cc2)CC1,-15%,-2%,-4%,32%,24%,2%,-20%,-1%,-4%
O=C(Nc1cc(Cl)cc(Cl)c1)c1ccc(F)c(S(=O)(=O)NCc2ccccc2Cl)c1,-27%,-11%[57.1 µM],1%,30%,-2%,4%,9%,3%,-19%
Cc1ccc(C(c2nnnn2CCc2ccccc2)N2CCC(C)CC2)cc1 (stereo not given),?,-8%,-4%,39%,6%,3%,13%,9%,0%
COc1ccc(Nc2nc(N)nc(CSc3nc4cc(OC)ccc4s3)n2)cc1,?,9%,8%,-19%,7%,3%,1%,3%,?
N#Cc1ccc(C(=O)Nc2ccc([N+](=O)[O-])cc2)c(F)c1,-7%,25%[57.1 µM],-2%,27%,0%,-5%[15.4 µM],-8%,0%,1%
Cc1cccc(N(C)S(=O)(=O)c2cc(-c3cnc(C4CC4)o3)ccc2C)c1,-21%,15%[57.1 µM],/,18%,-4%,0%,-16%,8%,3%
CCN1C(=O)N(c2cccc3ccccc23)C(C)=CC1(C)C,0%,4%,-9%,15%,-2%,0%,12%,-3%,5%
Cc1ccc(NC(=O)CSc2nncn2N)cc1C,0%,10%,-5%,35%[activator],-5%,-8%,-20%,0%,12%
CCOCC(=O)Nc1nnc(Cc2ccc(OC)cc2)s1,1%,-6%,i,17%,-8%,7%,-33%,0%,-9%
CCCCC(=O)Nc1cc(C)c(NC(=O)c2ccco2)cn1,0%,11%,-8%,34%,-4%,-1%,-7%,-8%,9%
CCCCCCC(=O)N1C/C=C\C(c2ccc(OC)cc2)N(Cc2ccc(F)cc2)C(=O)[C@H]1Cc1ccccc1 (stereo not given in full),0%,-19%,i,33%,-9%,-13%,4%,22%,-14%
O=C(O)CNC(=O)c1nc(-c2ccccc2)n(-c2ccccc2)n1,-14%,0%[57.1 µM],-3%,29%,2%,3%,-16%,-1%,-8%
O=C(CCc1ccc(S(=O)(=O)N2CCOCC2)cc1)N1CCN(Cc2ccc3c(c2)OCO3)CC1,0%,13%[57.1 µM],6%,17%,14%,-5%,9%,-11%,-17%
CS(=O)(=O)N1CCc2cc(S(=O)(=O)Nc3ccc4oc5c(c4c3)CCCC5)ccc21,5%,-5%,-8%,-13%,18%,/,-10%,6%,?
Cc1ccnc(NC(=O)c2ccccc2NC(=O)c2ccc(Cl)cc2Cl)c1,-1%,39%,0%,39%[activator],-3%,2%,-30%,7%,-1%
C/C(=N\NC(=O)c1ccc2c(c1)OCO2)c1ccc(NC(=O)CCCC(=O)O)cc1,-3%,5%,3%,35%,13%,0%,19%,-3%,-3%
C/C(=C\CCC1(C)C2CC3C(C2)C31C)C(=O)O (stereo not given),-6%,6%,-2%,31%,-4%,-6%,-40%,-4%,-1%

# Among those listed so far, these contain a halogen:
SMILES,12-LOX inh,rTrxR1 inhibitor,PGK inhibitor,HP1b binding inh,GLS inhibitor,ERG-DNA inh,RGS4 inhibitor,Pin1 inhibitor,JMJD2A Tudor
Cc1cc(C)n(C(C)CC(=O)Nc2ccc(C)c(F)c2)n1 (stereo not given),-26%,8%[57.1 µM],-2%,-14%,3%,0%,1%,0%,-27%
Cc1ccc(NS(=O)(=O)c2cc(Br)cnc2N)cc1C,?,0%,-6%,32%,-1%,5%,-12%,1%,-12%
C/C(=N\Nc1nccnc1Cl)c1ccc(O)cc1,0%,3%,-3%,15%,12%,-13%,22%,-2%,-14%
Cc1ccccc1NC(=O)c1ccccc1NC(=O)c1ccccc1Cl,-5%,13%,-6%,43%,-5%,-1%,8%,2%,1%
FC(F)(F)c1ccccc1/C=N/N1CCN(Cc2ccccc2)CC1,-20%,13%,0%,-23%,5%,7%,4%,-7%,45µM*
COC(=O)Nc1nc(-c2cc(Cl)ccc2Cl)cs1,0%,-2%[57.1 µM],5%,20%,0%,5%,7%,-5%,-21%
NC(=O)C1(N2CCCCC2)CCN(C(=S)Nc2ccc(Cl)cc2)CC1,-15%,-2%,-4%,32%,24%,2%,-20%,-1%,-4%
O=C(Nc1cc(Cl)cc(Cl)c1)c1ccc(F)c(S(=O)(=O)NCc2ccccc2Cl)c1,-27%,-11%[57.1 µM],1%,30%,-2%,4%,9%,3%,-19%
N#Cc1ccc(C(=O)Nc2ccc([N+](=O)[O-])cc2)c(F)c1,-7%,25%[57.1 µM],-2%,27%,0%,-5%[15.4 µM],-8%,0%,1%
CCCCCCC(=O)N1C/C=C\C(c2ccc(OC)cc2)N(Cc2ccc(F)cc2)C(=O)[C@H]1Cc1ccccc1 (stereo not given in full),0%,-19%,i,33%,-9%,-13%,4%,22%,-14%
Cc1ccnc(NC(=O)c2ccccc2NC(=O)c2ccc(Cl)cc2Cl)c1,-1%,39%,0%,39%[activator],-3%,2%,-30%,7%,-1%
